PL biosyn Enam: animal cell phospholipid biosynthesis inhibition, Enamine screen. AID 1347385. 20,000 compounds, 0.4% hits. ZR-82 CHO cells, pyrene fatty acid UV survival, CellTiter Blue; peroxisome-deficient CHO-K1 mutant line; plus DGAT-1, DGAT-2 and ACAT inhibitors. calls only at 10 µM;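 active = cell survival signal 2 SD away from solvent-only control wells, confirmed on one or two retests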;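 also: 3 h compound exposure then viability read about one day after UV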
Calls only; i = inactive. An excerpt; rates above refer to the full screens.

SMILES | PL biosyn Enam
O=C1CSC(=NC(=O)NCC2CCCC(CNC(=O)N=C3NC(=O)CS3)C2)N1 (stereo not given) | i
O=C(/C=C/c1ccccc1)Nc1nc2c(s1)CCCC2 | i
O=C(C1CCCO1)N1CCN(Cc2cc(=O)oc3cc4c(cc23)CCC4)CC1 (stereo not given) | i
CSc1cccc(NS(=O)(=O)c2c(F)cc(F)c(Cl)c2F)c1 | i
Oc1c(C(c2ccncc2)N2CCOCC2)cc(Cl)c2cccnc12 (stereo not given) | i
C/C(=N\Nc1nc2ccccc2[nH]1)c1ccccn1 | i
COc1ccc(-c2noc(COc3cc(Cl)ccc3Cl)n2)c(OC)c1 | i
S=c1[nH]nc(-c2ccccn2)n1/N=C/c1cccc2ccccc12 | i
CCOC(=O)/C=C1\NC(=O)CS1 | i
CCCC1(CCC)NC(=O)N(CC(=O)c2[nH]c(C)c(C(=O)OCC)c2C)C1=O | i
FC(F)(F)c1cnc(N/N=C/c2ccncc2)c(Cl)c1 | i
CC1CCN(C2=NS(=O)(=O)c3ccccc32)CC1 | i
COCCn1c(-c2ccncc2)nn(CO)c1=S | i
CCOC(=O)c1c(N=CN(C)C)sc(C(=O)OC)c1C | i
Cc1nnc(SCc2nnc(-c3cccs3)o2)s1 | i
Nc1c(S(=O)(=O)c2cc(Br)ccc2Br)c2nc3ccccc3nc2n1CCc1ccccc1 | i
O=C1OC(c2ccc(Cl)cc2)=N/C1=C\c1ccc(F)c(F)c1 | i
C=CCn1c(SCC(=O)N2CCCC2)nc2sc3c(c2c1=O)CCC3 | i
CC(=O)c1sc2nc(CSc3nnc(Cc4csc(C)n4)o3)[nH]c(=O)c2c1C | i
Nc1ncnc2sc3c(c12)CCN(c1ncnc2sccc12)C3 | i
CC(NC(=O)[C@H](C)NC(N)=O)C12CC3CC(CC(C3)C1)C2 (stereo not given in full) | i
CN=c1scc(-c2ccccc2)n1/N=C/c1ccco1 | i
c1ccc(OCc2nc(-c3ccccn3)n[nH]2)cc1 | i
O=C(NC1CCCCC1NC(=O)c1ccco1)c1ccco1 (stereo not given) | i
CC1(C)CCCC(C)(C)N1Sc1ccccc1 | i
CCOC(=O)c1c(C)c(C)c(C)[nH]c1=S | i
O=C(Cc1cccs1)N/N=C/C1CCCCC1 | i
OC1(c2ccc(Cl)cc2)CN(c2ccc(Br)cc2)C2=[N+]1CCCS2 (stereo not given) | i
CC1(C)C2CCC1(CS(=O)(=O)N1CCCC1C(=O)O)C(=O)C2 (stereo not given) | i
FC(F)(F)C(=NCc1ccc(Cl)cc1)NC1(C(Cl)(Cl)Cl)Oc2ccccc2O1 | i

In another format: entries from further up.
smiles,PL biosyn Enam
CCCC1(CCC)NC(=O)N(CC(=O)c2[nH]c(C)c(C(=O)OCC)c2C)C1=O,i
FC(F)(F)c1cnc(N/N=C/c2ccncc2)c(Cl)c1,i
CC1CCN(C2=NS(=O)(=O)c3ccccc32)CC1,i
COCCn1c(-c2ccncc2)nn(CO)c1=S,i
CCOC(=O)c1c(N=CN(C)C)sc(C(=O)OC)c1C,i
Cc1nnc(SCc2nnc(-c3cccs3)o2)s1,i
Nc1c(S(=O)(=O)c2cc(Br)ccc2Br)c2nc3ccccc3nc2n1CCc1ccccc1,i
O=C1OC(c2ccc(Cl)cc2)=N/C1=C\c1ccc(F)c(F)c1,i
C=CCn1c(SCC(=O)N2CCCC2)nc2sc3c(c2c1=O)CCC3,i
CC(=O)c1sc2nc(CSc3nnc(Cc4csc(C)n4)o3)[nH]c(=O)c2c1C,i
Nc1ncnc2sc3c(c12)CCN(c1ncnc2sccc12)C3,i
CC(NC(=O)[C@H](C)NC(N)=O)C12CC3CC(CC(C3)C1)C2 (stereo not given in full),i
CN=c1scc(-c2ccccc2)n1/N=C/c1ccco1,i
c1ccc(OCc2nc(-c3ccccn3)n[nH]2)cc1,i
O=C(NC1CCCCC1NC(=O)c1ccco1)c1ccco1 (stereo not given),i
CC1(C)CCCC(C)(C)N1Sc1ccccc1,i
CCOC(=O)c1c(C)c(C)c(C)[nH]c1=S,i
O=C(Cc1cccs1)N/N=C/C1CCCCC1,i

Continued:
SMILES | PL biosyn Enam
Cc1ccsc1/C=C/C(=O)O | i
CC(NC(=S)NCCN1CCOCC1)C1CC2CCC1C2 (stereo not given) | i
O=C(O)c1c(NC(=O)C2CC2)sc2c1CCC2 | i
CC1CCC2(CC1)NC(=O)N(Cc1cc(=O)n3ccsc3n1)C2=O (stereo not given) | i
O=[N+]([O-])c1ccc(-n2cccc2/C=N/n2cnnc2)cc1 | i
O=P(c1ccccc1)(c1ccccc1)C(NS(=O)(=O)c1ccccc1)c1ccc(F)cc1 (stereo not given) | i
CCC(C)N(C(=O)CSc1nc(N)c2c3c(sc2n1)CCCC3)C1CCS(=O)(=O)C1 (stereo not given) | i
C=CCn1c(SCC(=O)c2ccc(Br)s2)nc2sc(C)c(C)c2c1=O | i
CCN(CC)Cc1ccc(C(=O)O)o1 | i
CC(NC(=O)NC(=O)N(C1CCCCC1)S(C)(=O)=O)C1CC2CCC1C2 (stereo not given) | i
NC(N)=NCCCN1CCCC1 | i
CCn1c(CCC(N)=O)n[nH]c1=S | i
O=C(COC(=O)c1cccn(CC(=O)c2ccc(Cl)s2)c1=O)c1ccc(Cl)s1 | i
CN(CC(F)(F)C(F)F)S(=O)c1ccc2ccccc2c1 (stereo not given) | i
CCOC(=O)c1c(C)[nH]c(C(=O)C(C)SC2CCCCC2)c1C (stereo not given) | i
Cn1c(=O)c2c(ncn2CCCC(=O)NCc2ccco2)n(C)c1=O | i
C=CCn1c(C)cc(C2=NNC(=Nc3ccc(F)cc3)SC2)c1C | i
O=C1c2ccccc2S(=O)(=O)NN1CCN1C(=O)c2ccccc2S1(=O)=O | i
COCCCNS(=O)(=O)c1cc(Cl)ccc1Cl | i
CC(Sc1nc2scc(-c3cccs3)c2c(=O)[nH]1)C(=O)c1c(N)n(C)c(=O)n(C)c1=O (stereo not given) | i
CS/C(N)=N/N=C(\C)c1ccccc1 | i
c1ccc2c(c1)OCCOCCOCCOCCOc1ccccc1OCCO2 | i
Cn1c(SCC(=O)N2N=C(c3cccs3)CC2c2ccco2)nnc1-c1ccco1 (stereo not given) | i
COc1ccc(OC)c(NCC(O)Cn2c3ccc(Br)cc3c3cc(Br)ccc32)c1 (stereo not given) | i
CSCCC(NC(=O)NC1CCCCC1)C(=O)O (stereo not given) | i
Cc1nc2sccn2c1-c1nc(-c2cccc3ccccc23)cs1 | i
CCCC[n+]1c(C)cc(C=C2Sc3ccccc3N2C)cc1C | i
O=S(=O)(c1ccc(Cl)cc1)C(F)F | i
CC(O)c1cc2ccccc2o1 (stereo not given) | i
N=C1C(c2nc3ccccc3[nH]2)=C(O)CN1C1CCCCCCCCCCC1 | i
Cc1ccc(C2Nc3ccccc3-c3nc4ccccc4n32)c(C)c1 (stereo not given) | i
O=[N+]([O-])c1ccc(-c2csc(=Nc3ccc(F)cc3)n2N=C2CCCCCCC2)cc1 | i
Cc1cc(=O)[nH]c(N/N=C/c2ccsc2)n1 | i
O=C(OCN1C(=O)c2ccccc2C1=O)C1=COCCO1 | i
CC1CN(Cn2c(=S)oc3ccccc32)CC(C)O1 (stereo not given) | i
CC(=O)c1c(C)nc2sccn12 | i
COC(=O)C1(C(=O)OC)CC=CC1 | i
O=c1c2ccccc2sn1CN1CCCCC1c1nc2ccccc2s1 (stereo not given) | i
COC(=O)c1c(C)[nH]c(C(=O)C(C)OC(=O)c2ccco2)c1C (stereo not given) | i
O=C(O)CC12CC3CC(C1)CC(C(=O)O)(C3)C2 | i
Cn1c(N)nc2ccccc21 | i
O=c1c2ccccc2[nH]c(=S)n1CC1CCCO1 (stereo not given) | i
Cc1ccc(C(C)(C)C)cc1S(=O)(=O)N1CC2(C)CC1CC(C)(C)C2 (stereo not given) | i
Fc1ccc(C2C=C(c3ccc(-c4ccccc4)cc3)Nc3ncnn32)cc1F (stereo not given) | i
COc1cc(C2=N/C(=C/c3ccc(F)c(F)c3)C(=O)O2)cc(OC)c1OC | i
CC(Sc1nnc(C2CC2)n1C1CC1)C(N)=O (stereo not given) | i
COC(=O)CCNC1CCCCCCC1 | i
Fc1ccccc1N=C1Nc2cccc3cccc1c23 | i
O=c1ccnc(SCc2ccc(CSc3nccc(=O)[nH]3)cc2)[nH]1 | i
Cc1cc(C)c(C)c(S(=O)(=O)Nc2cc(C(F)(F)F)cc(C(F)(F)F)c2)c1C | i
CSc1ccc(/C=C/c2ccc3c(Cl)cc(Cl)c(O)c3n2)cc1 | i
COc1ccc(CNc2n[nH]c(=S)s2)cc1 | i
Cn1/c(=N/N=C/c2ccccn2)sc2ccccc21 | i
CCCCNS(=O)(=O)c1ccc2[nH]c(=S)[nH]c2c1 | i
O=S(=O)(NCc1ccco1)c1ccc(F)c(Cl)c1 | i
CNC(=S)Nn1cnc2ccccc21 | i
Clc1ccccc1/C=C/c1ccc2ccccc2n1 | i
CN1CCN(C2=C(Cl)C(=O)N(C3CCCCC3)C2=O)CC1 | i
CC(NC(=S)NC1CCCCC1)C(c1cccs1)N1CCCC1 (stereo not given) | i
O=[N+]([O-])c1ccccc1OCc1nc2ccccc2c2ccccc12 | i
Next part.
SMILES | PL biosyn Enam
Cc1cnc(C(=O)NCCCCCCNC(=O)c2cnc(C)cn2)cn1 | i
CNc1nnc(SCC(=O)c2c(N)n(C3CC3)c(=O)[nH]c2=O)s1 | i
Cc1oc2nc[nH]c(=O)c2c1C(=O)OC(C)C(=O)NC1CCCCC1 (stereo not given) | i
C[C@H](N)c1nnc2c(Cl)cc(C(F)(F)F)cn12 | i
Cl/C(=C/c1ccc(Cl)cc1)c1nc2ccccc2c2ccccc12 | i
O=C(Cn1ccc(C(F)(F)F)n1)Nc1ccnn1C1CCCCC1 | i
c1ccc(-c2cc(-c3cc4ccccc4o3)nc3ccccc23)cc1 | i
CC(C)NC(=S)N/N=C/C=C1/N(C)c2ccccc2C1(C)C | i
O=[N+]([O-])c1cccc(C2=NN(Cc3ccccc3)C(=Nc3ccc(Cl)c(Cl)c3)SC2)c1 | i
CCCCn1c(N)c(N(CC)C(=O)c2c(C)noc2C)c(=O)[nH]c1=O | i
O=S(=O)(c1ccc2c(c1)OCCCO2)N1CCCC1c1nc2ccccc2s1 (stereo not given) | i
Oc1ccc(/C=N/N2CCOCC2)c(O)c1O | i
Clc1c(-c2nc3ccccc3s2)sc2ccccc12 | i
O=C(CN1CCN(S(=O)(=O)c2ccc(Br)s2)CC1)N1CCCCC1 | i
COCC(C)n1c(C)cc(C(=O)COC(=O)c2cc(C)no2)c1C (stereo not given) | i
CCN(Cc1ccc(Br)s1)C(=O)CSc1nnc(C2CC2)n1C1CC1 | i
CC(C)(C)N=C1NN=C(c2ccc(F)cc2)CS1 | i
c1ccc(-c2nc(N3CCCC3)nc3ccccc23)cc1 | i
O=C1Oc2ccccc2C(=O)/C1=C/N1CCCCC1 | i
CCOC(=O)C1=C(CSc2nc(C)nc3sc(C(=O)OCC)c(C)c23)NC(=O)NC1C (stereo not given) | i
CCOCCCNC(N)=S | i
CCc1ccc(C2C=C(c3ccc(F)cc3)Nc3nnnn32)cc1 (stereo not given) | i
Cc1sc2nc(CSc3nc4scc(C5CC5)c4c(=O)n3C3CCCCC3)[nH]c(=O)c2c1C | i
Cc1ccc2nc(CSc3nc4scc(-c5cccs5)c4c(=O)[nH]3)cc(=O)n2c1 | i
C/C(=N\NS(=O)(=O)c1cc(C)ccc1C)c1ccc2c(c1)Nc1ccccc1S2 | i
CN1CCC2(CC1)CC(NS(=O)(=O)c1ccc(Br)s1)c1ccccc1O2 (stereo not given) | i
COc1ccc(C2=CC(c3ccc(F)cc3)n3nnnc3N2)cc1OC (stereo not given) | i
CC(C)(C)c1ccc(C2(O)CN(c3ccccc3)C3=[N+]2CCCS3)cc1 (stereo not given) | i
Fc1ccc(C2=CC(c3cccnc3)n3nc(C(F)(F)F)nc3N2)cc1 (stereo not given) | i
O=S(=O)(Nc1ccc2c(c1)OCO2)c1cc(Cl)ccc1Cl | i
CC(=O)c1ccc(-c2cccs2)s1 | i
CS(=O)(=O)c1ccc(NS(=O)(=O)c2cc(Br)ccc2Br)cc1 | i
CCC(=NCC1CCCCC1)c1c(O)n(CC)c(=S)n(CC)c1=O | i
FC(F)(F)c1nc2n(n1)C(c1ccc(Cl)c(Cl)c1)C=C(c1ccc(Cl)cc1)N2 (stereo not given) | i
CSc1cccc(-n2c(N)c(S(=O)(=O)c3ccccc3)c3nc4ccccc4nc32)c1 | i
CCOC(=O)c1nn(-c2sc(C(=O)OC)c(C)c2C(=O)OC)cc1O | i
O=C(NN1C(=O)CSC1=S)c1ccco1 | i
Clc1ccc2oc(/C=C/c3ccc4c(c3)OCO4)nc2c1 | i
Cn1ccnc1C(O)(c1c[nH]c2ccccc12)C(F)(F)F (stereo not given) | i
CCCn1c(N)c(C(=O)CSc2nnc(C3CC3)n2C2CC2)c(=O)n(C)c1=O | i
COc1ccc(NC2CS(=O)(=O)CC2O)cc1 (stereo not given) | i
Clc1ccc(-c2ccc(C3=Nn4c(nnc4-c4ccco4)SC3)o2)c(Cl)c1 | i
Cn1c(=O)c2c(ncn2CC(=O)Nc2nncs2)n(C)c1=O | i
O=C1C2C3c4ccccc4C(c4ccccc43)C2C(=O)N1Nc1ccccc1 (stereo not given) | i
C[n+]1cn(Cc2cc(Cl)ccc2OC(F)F)c2ccccc21 | i
CN(C)CCCNc1ncnc2c1oc1ccccc12 | i
CC(C)(CC(=O)NNC(=S)NC1CCCCC1)n1ccnc1 | i
O=C1c2ccccc2-c2n[nH]c3cccc1c23 | i
O=[N+]([O-])c1ccccc1SN1CCCc2ccccc21 | i
O=c1oc2cc(O)ccc2cc1-c1nc2ccccc2o1 | i
Cc1ccc(-c2csc3ncn4nnnc4c23)cc1 | i
CN1C/C(=C/c2ccccn2)C(=O)/C(=C/c2ccccn2)C1 | i
Fc1ccc(F)c(NC(=S)NC2CCCCC2)c1 | i
COCC(C)NC(N)=S (stereo not given) | i
